Screens: PubChem, several laboratories
KCC2 mod: modulates chloride dependent transport by human KCC2. 190,000 compounds, 2.2% hits. B-score of Tl+ flux slope (higher = more flux/activation; lower = inhibition) at 10 µM. KCC2 cells, thallium flux FluoZin-2 fluorescence;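 active = thallium flux slope and its plate-corrected score both differing from the plate sample mean at a set confidence after two filtering rounds, in either direction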;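 also: slope of fluorescence scaled to starting intensity during 10 to 20 s after thallium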
Calpain2 inh: calpain II (pig) inhibition; purified calpain II, fluorogenic peptide substrate, 30 min; inhibition, % at 16 µM; 220,000 compounds, 0.37% hits; AID 1236;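 active = inhibition above about 50%, limit read from the data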
TRPN1 ag: zebrafish TRPN1 (NompC) channel agonism | activation, % at 3 µM | AID 1424 | HEK293 zebrafish TRPN1-YFP, Fluo-8 calcium fluorescence; 100% = response to 87 µM carbachol | 220,000 compounds, 0.18% hits;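 active = activation above its plate's cutoff, the mean activation of test wells on that plate plus 3 SD, cut at about 19% in these data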;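 also: 0% = DMSO alone and 100% = 87 µM carbachol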
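Material: zebrafish TRPN1-YFP in HEK293 cells. Doses: one dose of 3 µM, 0.3% DMSO. Incubation: dye 1 h 37 °C plus 30 min RT. Measured by: intracellular calcium fluorescence with Fluo-8.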
Thrombin inh: thrombin (human) inhibition; alpha-thrombin, Boc-VPR-AMC fluorogenic substrate cleavage; inhibition, % at 5 µM; AID 1046; 220,000 compounds, 0.26% hits; P00734;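 active = inhibition at or above 40%; inactive = inhibition below 40%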;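 also: 0% = enzyme with no compound and 100% = wells without enzyme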
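Material: Human alpha-thrombin protein | Buffer or medium: pH 7.5 Tris-saline with Tween 20 | Reagent: Boc-VPR-AMC substrate, 15 µM final | Schedule: Reaction at ambient temperature | Detection: AMC fluorescence at 355 nm excitation and 460 nm emission | Evaluation: Percent inhibition scaled between no-compound controls and no-enzyme blanks | Controls: no-compound enzyme wells and no-enzyme blanks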
PPC-1+TRAIL kill: kills PPC-1 cancer cells in the presence of TRAIL; PPC-1 cells + TRAIL, ATPLite viability luminescence; cell killing (% activity), % at 4 µM; 220,000 compounds, 0.41% hits;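 active = cell killing above 50% in the first pass at 4 µM, then a duplicate retest at 5 µM averaging 50% or more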;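 also: plate controls were cells with TRAIL plus DMSO for no effect and medium-only wells lacking cells for full effect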
EBV gp42 block: inhibitors of Epstein-Barr virus glycoprotein 42; Q1HVG2; Fluorescence polarization binding assay, mP read-out; inhibition, % (tested at 21.74 µM); 220,000 compounds, 0.42% hits; in the data active = inhibition above about 50%
Target sequence (Q1HVG2 whole entry, looked up): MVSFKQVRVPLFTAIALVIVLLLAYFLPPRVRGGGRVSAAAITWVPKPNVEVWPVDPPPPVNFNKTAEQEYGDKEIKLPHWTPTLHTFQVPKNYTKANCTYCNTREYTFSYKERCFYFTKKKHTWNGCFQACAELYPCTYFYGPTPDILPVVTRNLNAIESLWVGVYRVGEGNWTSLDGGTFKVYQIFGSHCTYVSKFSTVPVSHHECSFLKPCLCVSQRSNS
TRPML3 ag: activates the human TRPML3 channel; Q8TDD5; activation, % at 3 µM; 220,000 compounds, 0.29% hits; HEK293 TRPML3-YFP, Fluo-8 calcium fluorescence; 100% = the carbachol control signal;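 active = activation above its plate's cutoff, the mean activation of the plate's test wells plus 3 SD, cut at about 12% in these data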;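 also: 0% = DMSO only wells and 100% = carbachol wells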
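system = HEK293 cells stably carrying human TRPML3-YFP | doses = one concentration, 3 µM nominal, 0.3% DMSO | timing = dye loading 1 h 37 °C then 30 min ambient, 125 s read | detection = Fluo-8 calcium dye fluorescence, ex 470-495, em 515-575 nm | benchmarks = high control carbachol 87 µM, low control DMSO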
Furin inhibitor: inhibitors of human furin. P09958. purified furin, fluorogenic substrate cleavage. inhibition, % at 30 µM. 220,000 compounds, 0.061% hits; in the data active = inhibition above about 25%; also: inactives centre near -15
Target sequence (P09958 108-714 limits assumed): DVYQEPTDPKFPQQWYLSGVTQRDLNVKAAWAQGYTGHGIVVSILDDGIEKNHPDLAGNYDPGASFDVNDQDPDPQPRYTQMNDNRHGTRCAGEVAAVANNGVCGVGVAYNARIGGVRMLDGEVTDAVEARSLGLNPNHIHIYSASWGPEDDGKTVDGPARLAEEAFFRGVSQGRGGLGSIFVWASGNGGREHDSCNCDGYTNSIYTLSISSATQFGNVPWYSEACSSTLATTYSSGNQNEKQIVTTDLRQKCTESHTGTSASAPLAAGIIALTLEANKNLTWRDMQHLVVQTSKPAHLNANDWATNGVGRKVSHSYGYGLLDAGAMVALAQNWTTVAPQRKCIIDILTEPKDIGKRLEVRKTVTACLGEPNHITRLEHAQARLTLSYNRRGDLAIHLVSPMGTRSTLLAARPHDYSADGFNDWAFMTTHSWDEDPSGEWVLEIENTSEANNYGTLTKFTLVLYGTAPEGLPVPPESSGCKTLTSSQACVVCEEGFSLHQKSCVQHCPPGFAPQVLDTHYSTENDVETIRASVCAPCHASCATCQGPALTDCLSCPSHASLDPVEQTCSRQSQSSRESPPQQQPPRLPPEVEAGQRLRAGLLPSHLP
TbHK1 inh: blocks Trypanosoma brucei hexokinase 1 activity | 220,000 compounds, 0.11% hits | inhibition, % at 10 µM | recombinant TbHK1, G6PDH-coupled NADH A340;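 active = inhibition of 50% or more in the single-dose primary screen; inactive = inhibition below 50%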
An asterisk follows results filed as active; i = inactive; . = no result given; [ ] = another dose, or the depositor's remark. This is a random part of the collection; about 3.6% have a hit in one of these screens.

SMILES | KCC2 mod | Calpain2 inh | TRPN1 ag | Thrombin inh | PPC-1+TRAIL kill | EBV gp42 block | TRPML3 ag | Furin inhibitor | TbHK1 inh
Cc1cc(/C=C(\C#N)C(=O)NCc2ccco2)c(C)n1-c1cccnc1 | -0.0532 | 0.8 | 3.0 | 0.1 | 1.0 | -21.9 | 1.3 | 1.0 | -54.1
Cc1c([N+](=O)[O-])c(N)nn1C | -0.000314 | 3.6 | -0.1 | 5.3 | 14.7 | -14.0 | 0.4 | -7.8 | -5.7
Brc1ccc(Nc2c3c(nc4ncnn24)CCC3)cc1 | 0.55 | -2.0 | 1.2 | 4.4 | 3.3 | -25.0 | -0.4 | -5.5[20 µM] | -4.6
Cc1ccc(-n2cc(CN3CCN(Cc4nccn4C)CC3)c(-c3ccc(F)cc3)n2)cc1 | . | -49.6 | 0.3 | -8.3 | -8.0 | -15.7 | 0.2 | -18.3 | -9.5
C=C(C)c1cccc(C(C)(C)NC(=O)Nc2ccc(C)cn2)c1 | -0.38 | 21.7 | -2.3 | 5.1 | 4.3 | -0.8 | -0.6 | 7.7 | -0.5
CCOC(=O)c1nc(NCc2ccccc2F)c2ccccc2n1 | -0.0198 | 15.0 | -0.5 | 0.6 | -14.0 | 1.8 | -0.1 | -4.7 | -1.0
C(=N\Nc1nc2ccccc2[nH]1)/c1ccccc1 | -0.154 | -13.7 | -1.8 | -5.4 | . | -6.7 | 0.6 | -22.4 | -39.7
O=C(NCCCN1CCOCC1)c1ccc(Sc2ccc(Br)cc2)c([N+](=O)[O-])c1 | -1.12 | -51.3 | 0.8 | 0.3 | -3.6 | 3.0 | 1.2 | -17.3 | -0.8
CC(NC(=O)CSc1ncccn1)c1ccc(Cl)cc1Cl (stereo not drawn) | -0.45 | 7.2 | 0.3 | -3.5 | 48.7 | -18.3 | 0.1 | -5.7 | -0.8
COc1cccc(C(=O)Nc2nc(-c3ccccc3)c(-c3ccccc3)o2)c1 | 28.7* | -9.6 | -0.9 | -0.8 | 23.2 | -17.3 | -0.4 | -1.0 | 5.9
COc1ccc(-c2cc3ncc(-c4ccccc4)c(N)n3n2)cc1 | 0.0594 | -8.7 | -2.5 | -6.5 | 40.6[5 µM] | -6.1 | -0.1 | -29.1 | -8.4
CCN(CC)S(=O)(=O)c1ccc(C(=O)OCCNC(=O)c2cccnc2)cc1 | 0.0778 | 2.5 | 1.4 | 0.8 | -8.2 | -25.2 | 0.7 | -4.4[20 µM] | 0.7
Cc1ccccc1CSCc1ccc(C(=O)NCCCN2CCOCC2)o1 | -0.298 | -4.2 | 1.3 | 2.6 | -2.8 | 4.3 | 1.3 | -19.0 | -0.4
N/C(=N\OC(=O)c1cccs1)c1cccc([N+](=O)[O-])c1 | 0.858 | 3.7 | 0.4 | 4.5 | 2.6 | -5.1 | 0.4 | -3.3 | -2.2
NC(=O)c1ccc(NC(=O)COC(=O)/C=C/c2ccc3c(c2)OCO3)cc1 | 0.803 | 0.7 | 1.3 | 22.5 | -0.2 | 4.2 | 0.3 | -3.4 | -20.1
Cn1nnnc1SCC(=O)Nc1ccc(Br)cc1Cl | 0.905 | 5.3 | 1.0 | -3.2 | -2.3 | -13.5 | 0.4 | -5.7[20 µM] | 0.3
Cc1ccc(NC(=O)c2cccs2)cc1S(=O)(=O)Nc1cccc(Cl)c1 | -0.0276 | -20.6 | 0.4 | -13.4 | 13.6 | 8.8 | -0.2 | -6.2 | 5.8
COc1cccc(NC(=O)CN(Cc2ccccc2)S(C)(=O)=O)c1 | -0.107 | 4.8 | 0.4 | -7.3 | 12.8 | -18.4 | 0.8 | -18.3 | -5.3
COc1ccc(NC(=O)CSc2nc(-c3ccncc3)nn2CC(=O)N2CCCC2)cc1 | -4.25* | -10.3 | 2.0 | 1.2 | -17.5 | -18.7 | 1.2 | -17.8 | -0.8
Cc1ccc(-c2csc3nnc(SCC(=O)Nc4cccc(C)n4)n23)cc1 | -0.836 | -11.2 | -0.5 | -7.3 | 15.9 | -14.6 | -1.6 | -13.4 | 4.4
COc1cccc(NC(=O)CN(c2ccc(C)cc2)S(=O)(=O)c2c(C)nn(C)c2C)c1 | . | -11.1 | -0.6 | 1.0 | 1.6 | -17.9 | -0.1 | -10.5 | -10.9
NC(=O)CC(NC(=O)c1ccc(Br)cc1)c1ccc(N2CCN(c3ccccn3)CC2)c([N+](=O)[O-])c1 (stereo not drawn) | -0.786 | -37.3 | . | 1.7 | -11.2 | -4.0 | . | -19.8 | -12.9
C=CCNc1nc(-c2sc(NC(=O)CC)nc2C)cs1 | . | -10.4 | -1.7 | 4.0 | 13.8 | -9.2 | -0.5 | -20.8[20 µM] | -7.2
CC1CC(C)(C)CC2(C1)NC(=O)N(CC(=O)NCC(c1ccco1)N1CCCCC1)C2=O (stereo not drawn) | . | -7.4 | 1.7 | -1.9 | 13.1 | -13.3 | 1.0 | -15.6 | 2.1
C[C@H](C(=O)O)c1n[nH]c(=O)c2ccccc12 | 0.383 | -5.7 | 1.0 | -2.4 | -4.2 | -22.7 | 0.6 | -4.8 | 7.0
Cc1ccc2c(COC(=O)C34CC5CC(CC(C5)C3)C4)cc(=O)oc2c1 | -0.789 | -0.2 | 0.8 | -4.5 | 14.8 | -14.1 | 1.2 | -10.7 | -0.2
CCOc1ccc(S(=O)(=O)Nc2ccc(C(=O)N/N=C(\C)c3ccc(-n4ccnc4)cc3)cc2)cc1 | -0.0924 | -317.5 | -0.8 | -9.7 | 24.1 | -12.7 | 0.7 | -20.7[20 µM] | -47.0
Cc1cc(Br)ccc1NC(=O)CNC(=O)Cn1ncc(Cl)c(Cl)c1=O | 0.0182 | -11.9 | -0.1 | -2.6 | 15.6 | -24.5 | 0.5 | -19.3 | -2.9
O=C(c1ccc(=O)[nH]c1)N(Cc1ccco1)C1(C(=O)NC2CCCCC2)CCCCC1 | -0.0687 | 7.6 | 0.5 | 6.0 | 14.9 | -0.1 | 1.0 | -16.0 | 0.5
Cc1ccc2c(c1)nnn2C1CCN(S(=O)(=O)c2ccc(C(=O)NC3CCCC3)cc2)CC1 | 0.927 | -86.1 | 0.9 | 0.8 | 9.0 | -20.6 | 0.7 | -20.2 | -1.5
CC(=C\c1ccco1)/C=C(\C#N)C(=O)NCCc1c[nH]c2ccccc12 | 1.05 | -80.3 | 0.1 | -11.6 | 6.8 | -13.2 | -0.2 | -7.5 | -7.0
COc1ccccc1CNC(=O)C(=O)NCC1OCCN1S(=O)(=O)c1ccc2c(c1)OCCO2 (stereo not drawn) | -0.976 | -8.1 | 0.2 | 0.8 | -4.3 | -14.9 | 0.4 | -19.4 | -2.7
CCC1=Nc2cc(C(=O)NCc3cccnc3)ccc2Sc2ccc(C)cc21 | -1.21 | -28.1 | 2.8 | 4.9 | 13.6 | -15.7 | 0.2 | -26.4 | -17.8
COc1ccc(Nc2cc(C(=O)NCc3ccccn3)c3ccccc3n2)c(OC)c1 | 0.817 | 11.4 | 0.6 | -10.0 | 16.3 | 4.5 | -0.1 | -15.1 | -10.8
O=C(NCC1CCCO1)/C(=C\c1ccc(Cl)cc1)NC(=O)c1ccccc1 (stereo not drawn) | 0.951 | 9.7 | 0.6 | -2.1 | 1.3 | -12.7 | 1.3 | -18.8[20 µM] | -0.8
O=C(CSc1nc2ccccc2[nH]1)c1cccs1 | 0.919 | -7.4 | -0.8 | -3.0 | 12.0 | -12.8 | 0.3 | -13.1 | -4.8
N/C(=N\N=C\c1cccs1)SC1CC(=O)N(c2cccc([N+](=O)[O-])c2)C1=O (stereo not drawn) | 0.942 | -46.4 | 0.4 | 0.3 | 10.5 | 5.5 | 1.1 | -29.0 | -16.6
Cc1cccc(NC(=S)NCc2ccncc2)c1C | -0.631 | 23.9 | -0.9 | -5.2 | 18.8 | -6.5 | 1.0 | -6.2 | 5.3
CN1CCN(C(c2cccc(C(F)(F)F)c2)c2nnnn2Cc2ccccc2)CC1 (stereo not drawn) | -0.181 | -10.7 | 0.6 | -2.1 | -4.1 | -22.6 | 1.6 | -18.8 | 7.7
Cc1sc2ncnc(SCC(=O)c3ccc(O)cc3O)c2c1C | 102* | 7.6 | 1.7 | -2.4 | 16.7 | -6.1 | -0.1 | 5.3 | -28.4
COc1cc2c(cc1NC(=S)Nc1ccccc1C)oc1ccccc12 | 0.126 | -73.7 | -0.8 | -3.1 | -2.5 | -14.3 | 0.1 | -12.0[20 µM] | -29.1
CCOC(=O)CNC(=O)c1sc2nc(C)cc(C)c2c1N | 0.452 | i | -0.2 | 2.5 | -5.4 | -10.6 | -0.8 | -17.4 | -12.3
O=C(c1ccc(-n2cnnn2)cc1)N1CCCCC1 | . | -9.4 | -1.0 | 2.0 | -3.7 | -0.6 | 0.8 | -3.0[20 µM] | -10.3
O=C(O)c1cccnc1SCc1cccc(Cl)c1 | -1.2 | -35.8 | -1.5 | -10.0 | 9.4 | -1.0 | 0.1 | -8.6 | -4.7
O=[N+]([O-])c1ccc(OCC2CC(c3ccccc3)=NO2)cc1 (stereo not drawn) | -0.672 | 3.5 | 0.4 | -7.8 | -6.8 | 11.1 | 0.5 | -9.7 | 8.7
O=C(O)C1CC(=O)n2c(nc3ccccc32)S1 (stereo not drawn) | -0.136 | 16.1 | 1.0 | 0.9 | 43.1 | -13.9 | 0.7 | -26.4[20 µM] | 4.1
Cc1csc(SCCN2C(=O)c3ccccc3C2=O)n1 | -0.737 | -3.2 | -0.2 | 3.1 | 18.0 | -17.1 | -0.1 | -5.6[20 µM] | 5.2
CNC(=O)c1cccc2nc3ccccc3nc12 | 0.43 | -1.8 | 1.4 | -0.8 | 14.6 | -5.2 | 0.4 | -10.7 | -19.2
O=S(=O)(c1ccc(NC(=S)N/N=C/c2ccc(Oc3ccccc3)cc2)cc1)N1CCOCC1 | -0.351 | 0.9 | -0.2 | 1.3 | 10.0 | 5.0 | 0.0 | -17.8 | -3.6
